Source: PubChem BioAssay
MC4R antag cAMP – blocks human MC4R cAMP signaling. P32245. MC4R-expressing cells, MTII-stimulated cAMP, LANCE TR-FRET. inhibition, % at 6.5 µM. 0.48% of 360,000 active. AID 540295;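 active = inhibition above its plate's cutoff, the mean of tested wells on that plate plus 3 SD, cut at about 29% in these data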;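 note: 0% = Melanotan II alone and 100% = Melanotan II plus saturating MCL0020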
Target sequence (P32245 whole entry, looked up): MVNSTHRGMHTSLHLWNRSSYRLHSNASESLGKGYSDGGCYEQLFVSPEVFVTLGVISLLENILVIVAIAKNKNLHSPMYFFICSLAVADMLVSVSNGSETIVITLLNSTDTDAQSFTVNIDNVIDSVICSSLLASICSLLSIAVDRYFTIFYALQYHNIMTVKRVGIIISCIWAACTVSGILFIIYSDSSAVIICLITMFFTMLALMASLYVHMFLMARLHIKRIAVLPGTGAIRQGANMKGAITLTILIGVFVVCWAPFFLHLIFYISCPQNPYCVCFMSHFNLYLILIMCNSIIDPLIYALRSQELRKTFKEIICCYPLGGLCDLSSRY
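Material: human MC4R-expressing U2OS cells. Probe or stimulus: Melanotan II challenge. Dosing: 6.5 µM single dose. Times: 30-min compound, 1-h challenge, 1-h detection, room temperature. Technique: TR-FRET with Eu-cAMP and labeled anti-cAMP, 671 nm. Replication: singlicate.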
N-glyco inh – N-linked glycosylation inhibition; D54 ERlucT glycosylation luciferase reporter, 24 h; percent of 100 nM tunicamycin response; reporter increase, % at 12.5 µM; 0.23% of 360,000 active; AID 588692;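 active = mean luciferase reporter signal, scaled so untreated is 0 and the glycosylation-blocking control 100, at or above a set limit in every replicate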;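 note: luciferase carries N-glycosylation sites so blocking glycosylation raises the light; 0% = median of neutral control wells and 100% = median of 100 nM tunicamycin wells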
TLR9-MyD88 inh – blocks human TLR9 binding to MyD88 | CHO BLA complementation TLR9-MyD88, CCF4 FRET ratio | inhibition, % at 4.98 µM | 0.21% of 340,000 active | AID 504734;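 active = inhibition above the mean over all tested compounds plus 3 SD, cut at about 21% in these data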;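 note: 0% = DMSO only wells and 100% = clavulanate BLA inhibitor control wells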
HTR2A ag – mouse HTR2A agonism via beta-arrestin recruitment. P35363. CHO-K1 mHTR2A beta-arrestin complementation, luminescence; percent of 30 µM serotonin response. activation, % at 7.6 µM. 0.66% of 360,000 active. AID 624169;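 active = activation above a run cutoff, the mean activation of all tested compounds plus 3 SD, cut at about 14% in these data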;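 note: 0% = plate median of compound wells and 100% = 30 µM serotonin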
Target sequence (P35363 whole entry, looked up): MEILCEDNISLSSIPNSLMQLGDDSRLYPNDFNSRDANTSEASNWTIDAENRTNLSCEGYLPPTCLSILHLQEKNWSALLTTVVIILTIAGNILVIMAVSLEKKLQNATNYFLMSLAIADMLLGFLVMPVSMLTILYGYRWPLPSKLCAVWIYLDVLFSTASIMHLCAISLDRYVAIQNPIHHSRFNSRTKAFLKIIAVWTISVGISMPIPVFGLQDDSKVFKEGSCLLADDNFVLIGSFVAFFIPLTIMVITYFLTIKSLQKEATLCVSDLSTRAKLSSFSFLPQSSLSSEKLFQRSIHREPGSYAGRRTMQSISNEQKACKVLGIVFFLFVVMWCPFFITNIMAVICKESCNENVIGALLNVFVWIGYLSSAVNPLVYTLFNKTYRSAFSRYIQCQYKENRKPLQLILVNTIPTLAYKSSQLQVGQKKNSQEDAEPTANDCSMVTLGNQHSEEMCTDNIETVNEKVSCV
MC4R ag barr – activates human MC4R beta-arrestin recruitment. U2OS MC4R beta-arrestin complementation, luminescence; percent of melanotan II response, DMSO zero. P32245. 0.98% of 360,000 active. activation, % at 8.9 µM;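 active = activation above a per-plate cutoff, the mean activation of sample wells on that plate plus 3 SD, cut at about 8% in these data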
ABCB6 inh MLPCN – inhibitors of human ABC transporter ABCB6. Q9NP58. K562-ABCB6 porphyrin accumulation, flow cytometry, 1 h; active compounds read low. fluorescence ratio to DMSO, % at 10 µM. 0.19% of 360,000 active. AID 602162;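 active = fluorescence ratio to DMSO below 75%, the collection mean minus 3 SD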;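 note: signal is porphyrin accumulated inside mitochondria; 100% equals median channel fluorescence of DMSO control wells; lower ratio means ABCB6 inhibition with less porphyrin fluorescence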
NOD2 RIPK2 PPI – blocks binding of human NOD2 to RIPK2 | CHO BLA complementation NOD2-RIPK2, CCF4 ratio | inhibition, % at 4.98 µM | 0.38% of 360,000 active | AID 624267; in the data active = inhibition above about 21%;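 note: 0% = vehicle only and 100% = reference blocker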
ABHD5 PLIN5 PPI – blocks binding of human ABHD5 to perilipin-5; Split G. princeps luciferase complementation, luminescence, 4 h; inhibition, % at 4 µM; Q00G26+Q8WTS1; 0.78% of 360,000 active; AID 602281;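 active = inhibition above the mean inhibition across every tested compound plus 3 SD, cut at about 22% in these data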;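 note: 0% = DMSO only wells and the 100% control is not disclosed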
Cardio protect – protects H9c2 cardiomyocytes from peroxide injury; H2O2 injury protection, ATPLite, 2 h; protection from H2O2 cell death, % at 20 µM; 0.63% of 360,000 active; AID 588492;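 active = compounds giving at least 50% protection of heart cells from peroxide-induced death in the single-dose screen, raw or plate-pattern-corrected value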;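 note: 0% = DMSO wells with peroxide and 100% = DMSO wells without peroxide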
NCOA2 inhibitor – inhibits human steroid receptor coactivator 2 | Q15596 | HEK293 GAL4-SRC2 luciferase reporter, luminescence | inhibition, % at 9 µM | 0.17% of 370,000 active;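 active = inhibition above the mean inhibition of all tested compounds plus 3 SD, set per campaign, cut at about 52% in these data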;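 note: 0% = DMSO treated cells and 100% = cells given Gossypol at 36 µM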
Active calls of the source: *; . = no result given. Some of the compounds tested; rates above refer to the full screens.

Structure | MC4R antag cAMP | N-glyco inh | TLR9-MyD88 inh | HTR2A ag | MC4R ag barr | ABCB6 inh MLPCN | NOD2 RIPK2 PPI | ABHD5 PLIN5 PPI | Cardio protect | NCOA2 inhibitor
CC(C)Oc1ccc(CCc2n[nH]c(=S)n2Cc2ccccc2)cc1 | 5 | -1 | 8 | -9 | 5.4 | 92 | 7 | -14 | -3 | -13
COc1ccc([N+](=O)[O-])cc1-n1cnnn1 | 6 | 1 | 5 | 0 | -2.7 | 98 | -2 | -6 | -1 | -16
CCN(CC)S(=O)(=O)c1ccc(C(=O)OCCN2C(=O)c3cccc4c(N5CCOCC5)ccc(c34)C2=O)cc1 | 0 | 0 | 0 | 1 | -0.4 | 124 | 10 | 2 | 5 | -9
COc1ccc(OC)c(CCNC(=O)C(=O)Nc2ccc3nc4n(c(=O)c3c2)CCCCC4)c1 | -7 | -3 | -2 | 3 | -2.2 | 99 | -18 | 2 | 6 | -2
COc1ccc(C(NC(=O)C2CCN(CCOc3ccc(F)cc3)CC2)c2cccs2)cc1 (stereo not given) | 4 | 1 | . | -6 | -1.9 | 100 | 0 | 8 | 4 | -1
COC(=O)C1=C(CS(=O)(=O)c2cc(OC)ccc2OC)NC(=O)NC1c1ccc(O)c(OC)c1 (stereo not given) | 2 | 0 | -11 | 6 | -2.9 | 98 | 10 | -4 | -2 | 0
CCC(CC(C)(C)O)C(=O)NNC(=S)Nc1ccccc1 (stereo not given) | -3 | 1 | -9 | 1 | -1.2 | 105 | -5 | -6 | 8 | -56
Cc1cccc(-c2ccc(O)cc2CN2CCN(c3ncc(Cc4ccccc4)cn3)CC2)c1 | . | . | . | -4 | . | . | -22 | -14 | . | -6
NCC/C=C1/c2ccccc2CSc2ccccc21 | 2 | 2 | 14 | 0 | 1.0 | 93 | 4 | 7 | 7 | 4
N#C/C(=C1/CCCN1)c1ccccn1 | 6 | 1 | 1 | -5 | 0.6 | 100 | 4 | 5 | 1 | 0
CC(C)(C)C1CCC(OCC(O)CN2CCN(c3ccccn3)CC2)CC1 (stereo not given) | 7 | -1 | -5 | 18* | 5.2 | 93 | -3 | 4 | -5 | 10
CCCCS(=O)(=O)/C=C/[C@H]1[C@H](S(=O)(=O)CCCC)[C@H]2C=C[C@@H]1C2 | 9 | -1 | -1 | 7 | -2.1 | 91 | -2 | 0 | 6 | -37
COc1cc2c(cc1OC)CN(Cc1ccc(C)cc1)CC2 | -3 | 0 | -3 | -6 | -0.8 | 77 | 11 | -1 | 0 | 21
CCn1c(SCC(=O)Nc2ccc3c(c2)n(C)c(=O)n3C)nnc1-c1ccncc1 | -4 | 6 | 0 | 6 | -2.0 | 103 | -9 | 0 | 0 | 4
CC(=O)c1cccc(NC(=O)C(C)OC(=O)c2cc(=O)[nH]c3ccccc23)c1 (stereo not given) | 0 | 1 | 5 | -4 | -3.8 | 98 | 6 | 0 | 26 | 0
Cc1cc(NC(=O)Nc2ccccc2[N+](=O)[O-])no1 | 14 | 1 | -7 | -3 | -0.7 | 98 | 7 | 0 | -7 | -22
Cc1nc(N/C(N)=N/S(=O)(=O)c2ccc([N+](=O)[O-])cc2)nc2ccccc12 | -9 | 0 | 3 | 0 | -1.1 | 100 | -4 | 1 | -1 | 2
CCC1CCCCN1C(=S)NC1CCCCC1 (stereo not given) | 0 | 2 | 0 | -1 | -1.5 | 99 | -6 | -1 | -5 | 13
O=C(OCC(=O)c1c[nH]c2ccccc12)c1cccc([N+](=O)[O-])c1 | -2 | 0 | 11 | 3 | -0.1 | 111 | -12 | -2 | 6 | 0
CC(C)CCC(C)NC(=O)Cc1ccc(S(=O)(=O)N2CCOCC2)s1 (stereo not given) | 7 | . | 5 | -7 | -2.7 | 102 | 0 | -6 | -7 | 15
CN(C)c1nc(N)nc(N(c2ccccc2)c2ccccc2)n1 | 11 | 3 | 3 | -5 | 0.2 | 100 | 2 | 3 | -12 | -73
O=C(CNC(=O)C1CCCCC1)NNC(=O)c1ccccc1Br | -5 | 1 | -5 | -1 | -2.5 | 94 | -11 | -7 | 3 | 13
CN1C(=O)C(CC(=O)Nc2ccccc2F)N(NC(=O)c2ccc(Br)cc2)C1=S (stereo not given) | 22 | -5 | 8 | 1 | 0.2 | 102 | 2 | -8 | 8 | -2
COc1ccc(-c2cc(C(F)(F)F)n3nc(C(=O)NCCN4CCOCC4)cc3n2)cc1 | 5 | -2 | 2 | 1 | -1.3 | 93 | 8 | -6 | 4 | -31
O=C(NCc1cccc(Cl)c1)c1ccc(CS(=O)Cc2ccccc2Cl)o1 (stereo not given) | 10 | -1 | 0 | 8 | -0.8 | 103 | 3 | 12 | 3 | 24
COC(=O)[C@]12CCCCC=C1N(CCc1ccc(OC)c(OC)c1)C(=O)[C@H](CC(=O)NCc1cccc(C(F)(F)F)c1)C2 | . | . | . | 1 | . | . | -20 | -3 | . | -18
COc1ccc(C2=CSC3=NCCN23)cc1Br | -3 | 1 | . | -1 | 0.1 | 98 | -5 | -2 | -1 | -27
O=C(c1ccccc1)C1CC=CCC1C(=O)c1ccccc1 (stereo not given) | -2 | -3 | 3 | 7 | -0.6 | 98 | -8 | -1 | -2 | 14
CCOc1cccc(OCCn2cnc3ccccc3c2=O)c1 | 5 | 2 | -6 | 1 | -2.0 | 104 | -7 | 5 | -5 | -30
COc1ccccc1N1CCN(C(=O)C(C)N(c2ccccc2)S(C)(=O)=O)CC1 (stereo not given) | 8 | 1 | 0 | -1 | -0.9 | 104 | -10 | 0 | 0 | -13
CCCCOc1ccc(C(=O)NCC(=O)N2CCN(C(=O)c3ccco3)CC2)cc1 | 7 | 0 | 8 | 6 | -0.1 | 102 | -9 | 6 | -5 | -5
O=C(NCCN1CCOCC1)c1ccc2c(c1)N(Cc1ccc(Cl)cc1)CCS2 | 5 | 2 | -13 | -11 | -0.7 | 101 | 4 | -2 | 0 | 5
O=C(Cc1ccc(Cl)cc1)OCC(=O)N1CCCCCC1 | 3 | 0 | -2 | -4 | -2.2 | 98 | 1 | -11 | 2 | 6
N/C(CC(=O)Nc1ccc(F)cc1F)=N\OC(=O)c1cccs1 | 10 | 2 | 1 | 8 | 3.8 | 102 | -6 | -3 | -1 | -10
COC(=O)C1=C(C)NC2=C(C(=O)CCC2)C1c1cn(Cc2ccc(Br)cc2)nc1-c1ccccc1 (stereo not given) | 9 | -2 | -3 | 1 | 0.5 | 93 | -2 | 1 | 1 | -3
CC1CCCCN1C(=O)C12CCC(C)(C(=O)C1)C2(C)C (stereo not given) | 2 | -1 | 3 | -1 | -0.5 | 97 | -8 | -8 | 5 | -12
Cc1ccccc1-c1nnc(SCC(=O)Nc2cccc(C)c2C)o1 | 0 | 1 | -2 | -3 | 2.5 | 96 | 7 | -1 | -1 | -15
COC(=O)c1csc2c(C(F)(F)F)cc(N3CCN(C(=O)Nc4ccccc4)CC3)nc12 | 16 | 1 | -10 | -5 | 1.1 | 99 | -9 | 1 | -13 | -13
COc1ccc(C[C@@H]2CN3C(=NC[C@@H]3Cc3ccc(O)cc3)N2C[C@H](C)NC(=O)CCC2CCCCC2)cc1 | 5 | -1 | -6 | -7 | -1.1 | 94 | -4 | 12 | -7 | .
Cc1c(/C=N/n2cnnc2)c2ccccc2n1CCOc1ccc(Cl)cc1 | -2 | -1 | -1 | -6 | 7.3 | 95 | -1 | 0 | -7 | -20
CC(=O)Nc1sc(C)c(C)c1CN1CCN(Cc2ccccc2)CC1 | 3 | 2 | 7 | 2 | -0.9 | 91 | -10 | 5 | -1 | 13
CC(=O)c1ccc(Nc2nc(C(N)c3ccccc3Cl)cs2)cc1 (stereo not given) | 16 | 0 | . | 9 | -1.0 | 103 | -9 | 9 | -1 | -12
CC(=O)N1N=C(c2cccc(NS(C)(=O)=O)c2)CC1c1ccc2c(c1)OCO2 (stereo not given) | 8 | 3 | -7 | -5 | -1.3 | 102 | 3 | -5 | 4 | -1
O=[N+]([O-])c1ccc(N2CCOCC2)cn1 | 4 | 3 | 0 | 3 | 1.3 | 99 | -6 | -5 | 6 | 18
O=C(CC1SC(=O)N(Cc2ccccc2Cl)C1=O)Nc1nccs1 (stereo not given) | 5 | -3 | -2 | 0 | -0.3 | 99 | -3 | -3 | -8 | 19
CCCc1nc(SCC(=O)c2ccc(OC)cc2)c2ccccc2n1 | 3 | 9 | -5 | -3 | -0.3 | 97 | 5 | -7 | -2 | 3
COc1ccc(OC)c(N=Cc2c(O)c3ccccc3oc2=O)c1 | -3 | -1 | -7 | 7 | -0.7 | 104 | -7 | 7 | 18 | -4
O=S(=O)(N/N=C1/CCCc2ccccc21)c1ccc(Br)cc1 | 1 | -2 | 3 | 0 | 7.3 | 97 | 9 | 0 | -2 | 1
Cc1cc(NC(=O)Cc2ccccc2)ccc1NC(=O)c1cccs1 | 3 | -2 | 0 | -5 | -1.4 | 99 | 6 | 5 | -1 | -29
COc1cccc(-c2nn(C)c3sc(C(=O)NCc4ccco4)cc23)c1 | 6 | 19 | -3 | -8 | -0.1 | 101 | -4 | 1 | 13 | 14

The results go on.
Structure | MC4R antag cAMP | N-glyco inh | TLR9-MyD88 inh | HTR2A ag | MC4R ag barr | ABCB6 inh MLPCN | NOD2 RIPK2 PPI | ABHD5 PLIN5 PPI | Cardio protect | NCOA2 inhibitor
Cc1c(C(=O)Nc2ccc(Nc3ccccc3)cc2)cccc1[N+](=O)[O-] | -1 | 0 | 4 | -7 | -1.6 | 98 | 3 | -2 | -13 | 12
c1ccc2c(NC3=NCCCCS3)cccc2c1 | 0 | 3 | 7 | -1 | -2.1 | 90 | -5 | -9 | -5 | -3
S=C1NC2=C(CCCC2)C2(CCCCC2)N1 | 0 | 2 | -2 | -1 | -1.4 | 86 | -1 | -5 | 8 | -14
NC(=O)CC(NC(=O)c1ccc(Br)cc1)c1ccc(N2CCCCCCC2)c([N+](=O)[O-])c1 (stereo not given) | 4 | 43* | -1 | -17 | -0.5 | 94 | 5 | -4 | -16 | 33
CC(OC(=O)CNC(=O)c1ccco1)C(=O)N(C)c1ccccc1 (stereo not given) | 13 | 1 | 10 | -2 | -4.0 | 93 | 1 | 2 | 11 | 11
CCOc1cccc(-c2ccc3nncn3c2)c1 | 1 | 3 | . | 4 | -0.5 | 94 | 7 | 3 | 15 | -25
CCc1ccc(C(=O)c2ccccc2C(=O)O)s1 | 8 | -1 | 0 | 4 | -1.3 | 107 | 1 | -4 | 3 | 4
CCN(c1ccccc1)S(=O)(=O)c1ccc(OC)c(NC(=O)Cc2ccc(F)cc2)c1 | 5 | -6 | -4 | -6 | -0.7 | 104 | -19 | -4 | 0 | -9
